# Screens as filed in PubChem BioAssay.
# p53ts 32C tox = qHTS Screen for Compounds that Selectively Target Cancer Cells with p53 Mutations: Cytotoxicity of p53ts Cells at the Permissive Temperature; H1299-p53A138V at 32C, ATP luminescence viability, 24 h; hit rate 0.93% among 130,000; Potency, µM (doses to about 46.1 µM), inactives show top-dose activity change, negative = cytotoxicity, actives largely listed as cytotoxic;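 further: 0% = DMSO and -100% = full killing by reference compound; nearly all actives have a fitted effect of over 55% in size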
#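 H1299-p53 A138V cells (temperature-sensitive p53) exposed 24 h to up to 46 uM compound at 32C, where p53 is wild-type in conformation. Viability read as ATP luminescence and normalised to DMSO and 100 uM tamoxifen. AC50 fitted with the Hill equation.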
# IkB signaling = IkB Signaling. hit rate 0.04% among 110,000. ABC-DLBCL IkBa-CBG/CBR dual luciferase ratio, 4 h; response scale: scaled: untreated 0%, proteasome inhibitor 100%. AID 445, 2006. Potency, µM (titrated, usually from 57.1 µM), for inactives: at the highest dose IkBa stabilization activation; active means well fitted curve in the direction sought with a large enough effect in the signal ratio, not every such curve was filed as active; inconclusive means small, poorly fitted or top-dose-only effect, or a change in a side signal; the % refers to the signal ratio;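 further: the direction sought is a rising ratio; 0% = basal untreated cells and 100% = reference inhibitor full response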
#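 Curves were fitted separately to fusion (green), unfused (red) and ratio luminescence, then classed by r2, magnitude and activity. Cells: OCI-Ly3, 4 h compound plus doxycycline at 37C; 10 uM MG-132 defined full response.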
# Peg3 imprint = qHTS Assay for Compounds that Induce Erasure of Genomic Imprints; hit rate 0.02% among 110,000; mouse ES Peg3-LacZ reporter, beta-gal luminescence, 40 h; Potency, µM (titrated, usually from 60.7 µM), for the others: at the highest dose activity change, positive = activation, usual class: activators;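 further: 0% = negative control wells on the plate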
#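 Imprint erasure is scored as LacZ activity from the silenced maternal Peg3 allele in feeder-free female ES cells cultured 40 h with LIF. Luminescence is normalized to in-plate negative controls and fitted to the Hill equation.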
# p53ts 39C kill = qHTS Screen for Compounds that Selectively Target Cancer Cells with p53 Mutations: Cytotoxicity of p53ts Cells at the Nonpermissive Temperature | Potency, µM (series often up to 46.1 µM), for inactives: top-dose activity change, negative = cell killing, actives largely listed as cytotoxic | hit rate 1.5% among 130,000 | AID 902, 2007 | H1299-p53A138V viability at 39C, ATP luminescence, 24 h; further: nearly all actives have a fitted effect of over 55% in size
# Numbers without * were called inactive; ? = inconclusive; / = not tested or not shown; & = joins results of further samples; [ ] = remark or other dose. Unless noted, the call rests on the fitted dose curve; in most records, active means well fitted curve in the direction sought with a large enough effect; inconclusive means small, poorly fitted or top-dose-only effect, or another doubt; inactive means no such curve, though single readings can be large; an effect the other way counts as inactive or inconclusive. Unless noted, on the % scale 0 is the no-effect control and ±100 the full control effect; potency means the concentration at half of the fitted maximal effect. Random draw from the library; overall some 1.7% were active at least once.
# The line under a structure holds: p53ts 32C tox, IkB signaling, Peg3 imprint, p53ts 39C kill
C=CCSc1nnc(NC(=O)CSc2ccccn2)s1
→ -5%, -3.4%, 12%, 1%
COc1cccc(C(=O)Nc2nc(-c3ccc(S(=O)(=O)N4CCOCC4)cc3)cs2)c1
→ -6%, ?, -30%, 11%
COc1cc(C(=O)N2CCC(NC(=O)C(Cc3ccccc3)NC(C)=O)CC2)cc(OC)c1OC (stereo unspecified)
→ -3%, 0.6%, -11%, -7%
CCOC(=O)c1cc2occc2n1CC(=O)NC1CCCCC1C (stereo unspecified)
→ -1%, 3.6%, -10%, 4%
Cc1nnc(N2CCN(c3ccccc3F)CC2)c2c1nnn2Cc1ccccc1Cl
→ -2%, ?, -10%[10.9 µM], -18%
NC(N)=Nc1ccc(-c2ccc(N=C(N)N)cc2)cc1
→ 3%[9.22 µM], 0.2%[11.4 µM], -20%[10.9 µM], 7%[9.22 µM]
CCn1c2ccccc2c2cc(CN3CCN(C(=O)c4ccco4)CC3)ccc21
→ 0%, ?, -15%, 9%
CCc1ccc(NC(=O)CN2C(=O)C(c3ccc(C)cc3)=NC23CCCCC3)cc1
→ 11%, ?, -7%[10.9 µM], -8%
O=C(Nc1ccccc1)c1sc(N2CCOCC2)nc1-c1ccccc1
→ 20%, /, /, -9%
COc1cccc(-c2cc(NCc3cccnc3)ncn2)c1
→ -20%, -1.6%[11.4 µM], -27%, ?
O=S(=O)(NCC(c1ccco1)N1CCN(c2ccc(F)cc2)CC1)c1cc(F)ccc1F (stereo unspecified)
→ 1%, 2.0%, -8%[10.9 µM], -2%
c1ccc(Cn2cnc3ccccc32)cc1
→ -4%, /, /, -13%
O=C(Cc1c[nH]c2ccccc12)OCCOC(=O)Cc1c[nH]c2ccccc12
→ 2%, /, /, 10%
O=C(c1cc(-c2ccc3c(c2)OCO3)on1)N1CCN(c2ccc(F)cc2)CC1
→ -2%, ?, -3%, -13%
CCCCCCc1c(C[C@H](N)C(=O)O)o[nH]c1=O
→ 0%&-4%, 0.0%&-0.3%, -7%&6%, 0%&-7%

# More results:
# The line under a structure holds: p53ts 32C tox, IkB signaling, Peg3 imprint, p53ts 39C kill
Cc1nc2ccn(Cc3ccccc3)c(=O)c2cc1C(=O)N1CCN(c2ccc(F)cc2)CC1
→ -6%, ?, -11%[10.9 µM], ?
CC(C)N(C(=O)CSc1nnc(CN2CCCCCC2=O)n1-c1ccccn1)C(C)C
→ 6%, -0.1%, -3%, 6%
O=C(Nc1cc(Cl)cc(Cl)c1)c1ccc(F)c(S(=O)(=O)N2CCc3ccccc32)c1
→ 5%, 2.7%, -17%[10.9 µM], 13%
CCC(C)C(=O)Nc1cc(OC)c(OC)cc1C(=O)O (stereo unspecified)
→ -5%, 0.7%, 12%, 5%
CCCOc1ccc(NC2=CC(=O)CC(C)(C)C2)cc1
→ -10%, -1.3%, -17%, -8%
O=C(COc1ccccc1)c1cn(CC(=O)N2CCOCC2)c2ccccc12
→ -19%, 4.4%, 2%, -18%
Cn1nnc2c(NCc3ccc(Cl)cc3)ncnc21
→ 3%, -2.2%, 7%[10.9 µM], -5%
Cc1cnc(CNc2ncncc2-c2ccccc2Cl)cn1
→ 12%, 2.9%[11.4 µM], 4%, -2%
CC1CCc2nc(NC(=O)Cc3ccc(Cl)cc3)sc2C1 (stereo unspecified)
→ 30%[activator], ?, -4%[10.9 µM], -5%
COc1cc(NC(=O)CSc2nc3nc(C)c(Cc4ccccc4)c(C)n3n2)cc(OC)c1OC
→ 2%, ?, 6%[10.9 µM], -23%
CCCOc1ccccc1C1C(C(=O)Nc2ccccc2)=C(C)Nc2nnnn21 (stereo unspecified)
→ 15%, 11%, -8%[10.9 µM], 7%
COc1ccc(NC(=O)Cn2cc(S(=O)(=O)N3CCC(C)CC3)c3ccccc3c2=O)cc1Cl
→ 25%, ?, -7%[10.9 µM], -20%
N#CC1=C(N)N(c2ccccc2)C(c2ccco2)C1(C#N)C#N (stereo unspecified)
→ 4%, -0.5%, 1%, 0%
CC1CCC2C(=O)N3C(CCC(C)[C@@H]3c3cccc(N4CCOCC4)c3)C(=O)N2C1c1cccc(Br)c1 (stereo partly specified)
→ -1%[9.22 µM], /, /, 12%[9.22 µM]
CCCC(=O)Nc1c2c(nn1-c1ccc(C)cc1C)CSC2
→ 3%, 7.2%, -13%, 8%

# Overlap with the part before: 2 entries, then new ones.
# The line under a structure holds: p53ts 32C tox, IkB signaling, Peg3 imprint, p53ts 39C kill
CC1CCC2C(=O)N3C(CCC(C)[C@@H]3c3cccc(N4CCOCC4)c3)C(=O)N2C1c1cccc(Br)c1 (stereo partly specified)
→ -1%[9.22 µM], /, /, 12%[9.22 µM]
CCCC(=O)Nc1c2c(nn1-c1ccc(C)cc1C)CSC2
→ 3%, 7.2%, -13%, 8%
CC1(C)C(=O)Nc2ccccc2N1C(=O)COC(=O)C12CC3CC(CC(O)(C3)C1)C2
→ 0%, -1.0%, -1%, -6%
Cc1ccc(NC(=O)Cn2c(=O)n(Cc3ccco3)c(=O)c3sc4ccccc4c32)c(C)c1
→ -4%, -0.4%, -8%[10.9 µM], -5%
COCCNC(=O)CSc1nc2cc3c(cc2c(=O)n1CCCCCC(=O)NCc1ccc(OC)cc1)OCO3
→ 4%, -0.9%, -7%[10.9 µM], 19%
CCN(CC)S(=O)(=O)c1ccc(C(=O)OCC(=O)N2CCN(C(=O)c3ccco3)CC2)cc1
→ 1%, 1.1%, -1%, 3%
CS(=O)(=O)c1ccccc1-c1nnc(NC(=O)c2ccc3c(c2)OCCO3)o1
→ -10%, 0.4%, 9%[10.9 µM], -16%
COc1ccccc1OCCSc1nnc(C)n1-c1ccccc1
→ 3%, 3.0%, -10%, 6%
CCOC(=O)N1CCN(C(=O)c2cnn3c(C)c(Cc4ccc(C)cc4)c(C)nc23)CC1
→ 17%, 1.8%, -9%, -1%
CC1=C(C(=O)NCc2ccccc2)C(c2cccnc2)n2ncnc2N1 (stereo unspecified)
→ 3%, 0.7%, ?, 15%
CC(=O)c1c(N2CCOCC2)nc(=S)n(Cc2ccccc2)c1C
→ 1%, -1.4%, -8%, 18%
Cc1ccc2occ(CC(=O)N(Cc3ccc(N(C)C)cc3)C3CCS(=O)(=O)C3)c2c1 (stereo unspecified)
→ 13%, ?, 17%[10.9 µM], -6%
COc1ccc(N2CCN(c3nc4c(c(=O)n(C)c(=O)n4C)n3Cc3ccccc3)CC2)cc1
→ 19%, 1.4%, -21%, 19%
COc1ccc(C(=O)Nc2ccc(-c3ccc(C)o3)cc2)cc1S(=O)(=O)N1CCOCC1
→ -12%, ?, -38%[inhibitor], -1%
CC(C)CC(OC(=O)c1cccs1)C(=O)NCc1cccs1 (stereo unspecified)
→ 11%, 0.7%, -13%, -8%
CCOC(=O)c1sc(NC(=O)CSc2nc(-c3ccco3)cc(C(F)(F)F)n2)c(C#N)c1C
→ 0%, -0.4%, -5%, 4%
COc1ccc(CNc2nc3nc(-c4ccccc4)cc(=O)n3[nH]2)cc1OC
→ -4%, 1.0%, -9%, 8%

# Next structures follow.
# The line under a structure holds: p53ts 32C tox, IkB signaling, Peg3 imprint, p53ts 39C kill
COc1ccccc1C(=O)NCC(c1cccnc1)N1CCc2ccccc2C1 (stereo unspecified)
→ 0%, ?, -26%[10.9 µM], -24%
CCS(=O)(=O)Nc1ccc2c(c1)N(C(C)=O)c1ccccc1CC2
→ 3%, 0.4%, -1%, -8%
COc1ccccc1-n1c(SCC(=O)N2CCCC2)nc2cccnc21
→ 4%, 1.9%, -6%, -2%
NS(=O)(=O)c1cc2c(cc1Cl)N[C@@H](CC1CCCC1)NS2(=O)=O
→ -6%[20.6 µM], 1.2%[25.6 µM], -4%[16.8 µM], 9%[20.6 µM]
O=C1CC(N2CCC(C(=O)N3CCCCC3)CC2)C(=O)N1 (stereo unspecified)
→ 7%, -0.1%, 3%, 6%
COc1ccc(-c2nc(CS(=O)(=O)CC(=O)Nc3ccc(Cl)cc3)c(C)o2)cc1
→ -7%, 1.8%, -18%, -10%
Cc1nn(C)c2c1c(-c1ccccc1)cc(=O)n2Cc1ccccc1C#N
→ 8%, 1.2%, 9%[10.9 µM], 8%
CCSc1nnc(NC(=O)C2CC=CCC2C(=O)O)s1 (stereo unspecified)
→ 4%, -0.5%, -70%[inhibitor], 8%
Cc1oc(-c2ccccc2)nc1C(=O)OCC(=O)NC(=O)NCC(C)C
→ 5%, ?, -10%, -5%
O=C(c1cccc(S(=O)(=O)NCCOc2ccccc2)c1)N1CCN(c2ncccn2)CC1
→ 0%, 5.2%, -13%, -5%
NC(=O)Cn1c(S(=O)(=O)Cc2ccccc2)nc2ccccc21
→ 8%, -2.2%, -6%, 10%
COc1ccccc1N1CCN(C(=O)c2nn(-c3ccc(C)cc3)c(=O)n(C)c2=O)CC1
→ 6%, 1.5%, -12%[10.9 µM], -7%
COc1ccc(NC(=O)CN(c2ccc(C)cc2)S(C)(=O)=O)c(OC)c1
→ 4%, 2.0%, -5%, 2%
CN(C)C(=O)c1ccc(-c2nccc(NCc3cccnc3)n2)cc1
→ 3%, 2.6%[11.4 µM], -8%, 5%
CCCN(CC1CC1)c1nc(C)nc(Nc2c(Cl)cc(Cl)cc2Cl)c1Cl
→ -12%, 0.2%&-1.1%, -12%&-9%, 7%

# Later entries.
# The line under a structure holds: p53ts 32C tox, IkB signaling, Peg3 imprint, p53ts 39C kill
Cc1cccc(OCCn2c(-c3ccc(Cl)cc3)nc3ccccc3c2=O)c1
→ -5%, 6.2%, ?, 10%
COCCn1c(=O)c(-c2ccc(OC)cc2)nc2cnc(Oc3ccccc3)nc21
→ -5%, -1.8%[11.4 µM], /, -12%
CCn1cc(C(=O)NCCc2ccccc2)c(=O)c2cc(S(=O)(=O)N3CCOCC3)ccc21
→ 5%, -1.6%, -7%[10.9 µM], 17%
COC(=O)c1oc2ccc(Br)cc2c1NC(=O)c1ccccc1
→ -3%, 3.2%, -13%, 15%
COc1ccc(C)cc1NC(=O)CN(c1cc(C(F)(F)F)ccc1Cl)S(C)(=O)=O
→ 16%, ?, -15%[10.9 µM], -15%
O=C(CCCn1c(=O)oc2ccccc21)Nc1cccnc1
→ 5%, 0.6%, -4%, 9%

# Molecules shown so far containing fluorine, in the order listed:
# The line under a structure holds: p53ts 32C tox, IkB signaling, Peg3 imprint, p53ts 39C kill
Cc1nnc(N2CCN(c3ccccc3F)CC2)c2c1nnn2Cc1ccccc1Cl
→ -2%, ?, -10%[10.9 µM], -18%
O=S(=O)(NCC(c1ccco1)N1CCN(c2ccc(F)cc2)CC1)c1cc(F)ccc1F (stereo unspecified)
→ 1%, 2.0%, -8%[10.9 µM], -2%
O=C(c1cc(-c2ccc3c(c2)OCO3)on1)N1CCN(c2ccc(F)cc2)CC1
→ -2%, ?, -3%, -13%
Cc1nc2ccn(Cc3ccccc3)c(=O)c2cc1C(=O)N1CCN(c2ccc(F)cc2)CC1
→ -6%, ?, -11%[10.9 µM], ?
O=C(Nc1cc(Cl)cc(Cl)c1)c1ccc(F)c(S(=O)(=O)N2CCc3ccccc32)c1
→ 5%, 2.7%, -17%[10.9 µM], 13%
CCOC(=O)c1sc(NC(=O)CSc2nc(-c3ccco3)cc(C(F)(F)F)n2)c(C#N)c1C
→ 0%, -0.4%, -5%, 4%
COc1ccc(C)cc1NC(=O)CN(c1cc(C(F)(F)F)ccc1Cl)S(C)(=O)=O
→ 16%, ?, -15%[10.9 µM], -15%

# In another format: results already given
O=C(c1cccc(S(=O)(=O)NCCOc2ccccc2)c1)N1CCN(c2ncccn2)CC1
- p53ts 32C tox: 0%
- IkB signaling: 5.2%
- Peg3 imprint: -13%
- p53ts 39C kill: -5%

O=C(CCCn1c(=O)oc2ccccc21)Nc1cccnc1
- p53ts 32C tox: 5%
- IkB signaling: 0.6%
- Peg3 imprint: -4%
- p53ts 39C kill: 9%
